PG9 binder – binds the HIV-1 gp120 antibody PG9; TR-FRET gp120-PG9 antibody binding; hit rate 0.43% among 360,000; inhibition, % at 6.7 µM; in the data active = inhibition above about 8.5%
PRMT1 inh – blocks human protein arginine methyltransferase 1; Q99873; recombinant PRMT1, activity-based probe fluorescence polarization; inhibition, % at 2.79 µM; hit rate 1.3% among 370,000; AID 652257;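 active = inhibition above about 21% made by adding two undisclosed values, limit read from the data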
Target sequence (Q99873 whole entry, looked up): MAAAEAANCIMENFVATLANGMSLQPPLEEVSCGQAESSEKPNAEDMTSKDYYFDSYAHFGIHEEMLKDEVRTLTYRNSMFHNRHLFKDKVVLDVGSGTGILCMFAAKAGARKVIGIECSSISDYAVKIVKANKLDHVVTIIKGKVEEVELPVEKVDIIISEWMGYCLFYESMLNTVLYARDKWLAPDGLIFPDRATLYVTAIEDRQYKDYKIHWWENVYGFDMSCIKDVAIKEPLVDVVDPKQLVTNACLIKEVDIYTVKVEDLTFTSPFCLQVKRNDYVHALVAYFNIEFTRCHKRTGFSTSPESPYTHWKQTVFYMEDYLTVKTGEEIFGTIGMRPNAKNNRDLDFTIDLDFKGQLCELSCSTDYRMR
ABHD4 inh – inhibitors of mouse ABHD4 | Q8VD66 | purified mABHD4, FP-Rh probe fluorescence polarization | inhibition, % at 8.92 µM | hit rate 0.54% among 370,000;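 active = inhibition exceeding the mean over every tested compound plus 3 SD, cut at about 30% in these data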;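 also: 0% = plate median of compound wells and 100% = S159A mutant with DMSO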
Target sequence (Q8VD66 whole entry, looked up): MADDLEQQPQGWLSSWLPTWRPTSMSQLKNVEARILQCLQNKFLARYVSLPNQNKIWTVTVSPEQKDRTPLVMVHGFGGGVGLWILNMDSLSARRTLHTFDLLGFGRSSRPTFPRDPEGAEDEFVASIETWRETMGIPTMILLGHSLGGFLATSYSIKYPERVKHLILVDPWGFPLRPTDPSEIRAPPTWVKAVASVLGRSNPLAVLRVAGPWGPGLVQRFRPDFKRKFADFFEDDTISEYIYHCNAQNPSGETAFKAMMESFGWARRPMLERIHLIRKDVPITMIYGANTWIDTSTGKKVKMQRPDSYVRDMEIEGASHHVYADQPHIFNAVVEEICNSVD
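Assay system: mABHD4 protein; medium: HEPES pH 7.0, NaCl, Pluronic buffer; dosing: 8.92 µM, single dose; schedule: 45 min + 60 min at 25 °C; signal: FP readout, ex 525 nm / em 598 nm; read-out: normalized percent inhibition of probe labeling; repeats: single replicate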
LEDGF integ inh – blocks HIV-1 LEDGF/p75-dependent DNA integration. hit rate 0.64% among 370,000. inhibition, % at 3.7 µM. TR-FRET IN-LEDGF/p75 DNA integration, Eu/Cy5;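 active = inhibition above the screen-wide mean plus 3 SD, cut at about 13% in these data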;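 also: signal is the Cy5 over europium emission ratio at 671 and 618 nm; 0% = plate median of compound wells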
TDP2 absorb – blocks human TDP2 phosphodiesterase activity. AID 720702. recombinant TDP2, T5PNP hydrolysis, p-nitrophenol absorbance 415 nm. O95551. inhibition, % at 12.8 µM. hit rate 0.34% among 370,000;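 active = inhibition above the mean of all tested compounds plus 3 SD, set per campaign, cut at about 25% in these data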;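 also: 0% = DMSO with enzyme and 100% = buffer with substrate but no TDP2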
Target sequence (O95551 whole entry, looked up): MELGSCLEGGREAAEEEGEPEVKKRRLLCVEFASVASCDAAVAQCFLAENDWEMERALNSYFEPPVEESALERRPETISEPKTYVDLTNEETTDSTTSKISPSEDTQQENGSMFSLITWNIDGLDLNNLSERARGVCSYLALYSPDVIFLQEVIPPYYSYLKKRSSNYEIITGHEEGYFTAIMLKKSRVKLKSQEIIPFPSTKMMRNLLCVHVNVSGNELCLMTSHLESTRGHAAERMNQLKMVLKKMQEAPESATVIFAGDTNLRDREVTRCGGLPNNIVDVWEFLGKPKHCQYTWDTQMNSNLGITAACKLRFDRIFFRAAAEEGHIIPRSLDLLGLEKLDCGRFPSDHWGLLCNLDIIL
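Incubation: 2 h at 37 °C; Test system: recombinant human TDP2; Quantity: enzyme 120 nM; Read-out basis: percent inhibition; Medium: 50 mM Tris-HCl pH 7.5 with Mg2+, KCl, DTT, BSA; Repeats: single replicate; Compound: 12.8 µM single point, 1% DMSO; Signal: epi absorbance; Reagent: 5 mM T5PNP chromogenic substrate; Benchmarks: no-enzyme high, DMSO-plus-enzyme low.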
UHRF1 binding – human UHRF1 methylated DNA binding inhibitors; Q96T88; hit rate 0.75% among 370,000; UHRF1 binding to methylated oligo, TR-FRET; inhibition, % at 4.4 µM; AID 687016; in the data active = inhibition above about 21%;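 also: UHRF1 SRA domain binding a hemimethylated CpG hairpin DNA probe; 0% = median of test compound wells and 100% = reference inhibitor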
HTRA1 inh – inhibitors of human serine peptidase HTRA1; inhibition, % at 5.96 µM; AID 504803; recombinant HTRA1, FP-rhodamine activity-based probe, fluorescence polarization; Q92743; hit rate 0.5% among 340,000; in the data active = inhibition above about 36%;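 also: 0% = enzyme with DMSO and 100% = wells lacking enzyme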
TCR CD3 inh – inhibitors of human TCR-CD3 interaction. TAMRA-labeled TCR probe fluorescence, biochemical. AID 651800. hit rate 0.37% among 360,000. inhibition, % at 9.4 µM; in the data active = inhibition above about 19%;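 also: recombinant mutant TCR 2C K166C tagged with TAMRA read by polarization; 0% = receptor in buffer alone and 100% = receptor with positive control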
DDE Tn7 FP inh – disrupts Tn7 cyclic peptide binding to fibrin D-Dimer-E complex | P02675 | FP displacement of FITC-Tn7 peptide from fibrin DD(E); 0% = median of compound wells per plate | inhibition, % at 8.3 µM | hit rate 0.13% among 370,000 | AID 720508;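 active = inhibition above the mean of compounds falling within the control limits plus 3 SD of them, cut at about 14% in these data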;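 also: 0% = plate median of compound wells and 100% = 10 µM Aha-Tn7 peptide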
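Assay system: human fibrin DD(E) protein / Input: 2 µM fibrin DD(E) / Benchmarks: high control of 10 µM Aha-Tn7 peptide / Measured by: fluorescence polarization of the labelled Tn7 tracer / Medium: Tris buffer with calcium and detergent, pH 7.8 / Timing: 10 min compound pre-incubation, 3 h probe incubation at room temperature / Repeats: one replicate per compound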
SIAE inh – inhibitors of human sialic acid acetylesterase SIAE; Q9HAT2; SIAE FP-Rh probe binding, fluorescence polarization; inhibition, % at 9.66 µM; hit rate 0.69% among 370,000; AID 1053197;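 active = inhibition above a cutoff: mean of compounds within the control limits plus 3 SD of those, cut at about 17% in these data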;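 also: 0% = plate median of compound wells and 100% = probe without SIAE protein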
Numbers without * were called inactive; / = no result given.

SMILES	PG9 binder	PRMT1 inh	ABHD4 inh	LEDGF integ inh	TDP2 absorb	UHRF1 binding	HTRA1 inh	TCR CD3 inh	DDE Tn7 FP inh	SIAE inh
O=C(c1ccccc1)N1CCN(C(=O)c2ccc3c(c2)OCCO3)CC1	0.6	-3	7	1	-13	-2	1	5	-4	-3
Cc1cc2oc(=O)cc(CN3CCN(Cc4ccccc4)CC3)c2cc1Cl	-1.0	1	9	1	5	1	-11	-5	0	-2
O=c1[nH]cn[nH]1	-1.3	0	-1	-1	-4	0	-3	-1	5	-2
CCn1ncc(N(C)N)c(Cl)c1=O	-2.7	-4	2	0	6	-1	3	4	6	5
Cc1ccc(S(=O)(=O)N2CCN(C)CC2)c(C)c1	-2.3	0	-4	0	3	0	2	6	-4	1
CCCCCOC(=O)C1=C(C)NC(=O)NC1c1ccc([N+](=O)[O-])cc1 (centres undefined)	-3.1	-4	-12	12	-14	4	-36	-6	-3	1
CCO[C@@H]1OC(C(=O)Nc2ccccc2)=C[C@H](c2ccccc2)[C@H]1CCCO	1.2	0	-5	0	-13	0	-14	0	8	-7
CCCNC(=O)c1cc2c(c(-c3cccc(-c4ccccc4F)c3)n1)[C@@H](CCO)N(C(=O)CC1CC1)C2	-0.6	-2	-10	2	-1	-2	/	-4	3	-6
Cc1ccc(-n2c(SCC(=O)Nc3ccc(S(=O)(=O)Nc4nccs4)cc3)nnc2-c2cccs2)cc1	/	2	-31	-3	-7	2	/	/	-3	-22
CC(C)n1nnnc1C1c2ccccc2C(=O)N1CCc1c[nH]c2ccccc12 (centres undefined)	-2.2	0	4	-5	-8	0	/	-5	3	5
CCOCC(=O)OCC(=O)Nc1cc(OC)c([N+](=O)[O-])cc1C	-0.6	2	-6	-1	19	-1	-1	-2	6	-4
COCc1cc(=O)n2c([nH]c3ccccc32)c1C#N	-4.7	3	-2	-6	13	-3	5	0	0	2
CCCc1cnc(NCCNCC(O)COc2ccc(Cl)c(Cl)c2)nc1 (centres undefined)	0.0	-4	10	4	-4	3	6	-9	1	8
O=C(OCCN=C1NS(=O)(=O)c2ccccc21)c1ccccc1	-2.4	1	5	-1	1	1	3	0	-4	-5
Cc1cc(C)cc(NC(=O)C2C3C=CC4(O3)C2C(=O)N(CCN2CCCCC2)C4C(=O)NC2CCCCC2)c1 (centres undefined)	-0.7	-2	-2	0	14	-1	-3	6	5	-4
Cc1nc2c(=O)n(-c3cccc(C(F)(F)F)c3)nc(C)c2s1	0.1	0	3	0	1	-1	1	8	-2	-4
COC(=O)c1cccc(NC(=O)/C(=C\c2ccccc2)NC(=O)c2ccccc2Cl)c1	-0.2	2	-9	1	8	-1	-12	-4	-4	-2
CC(=O)c1sc(N/N=C\c2ccc(N(C)C)cc2)nc1C	-10	-1	12	1	5	-1	12	1	4	1
COC(=O)Cc1c(C)c2ccc(OC3CCCCC3=O)c(C)c2oc1=O (centres undefined)	-0.9	-2	1	0	21	0	-1	7	9	1
CCCNS(=O)(=O)c1ccc(OCC(=O)NCc2ccc3c(c2)OCO3)cc1	-2.0	1	0	1	7	0	-14	2	-7	9
C/C(=N\NC(=O)CCC(=O)NCc1ccccc1)c1ccco1	4.3	2	3	0	5	-3	1	-7	5	1
CCCCC(CCC(=O)Nc1nccs1)C(=O)O (centres undefined)	-0.4	1	1	-1	9	0	-5	2	-1	-3
Cc1ccccc1C(=O)NC1CCN(CC(=O)Nc2ccc3c(c2)OCO3)CC1	-0.2	1	0	-5	-6	1	2	0	-4	-11
Cn1cc(Cl)c(C(=O)NNC(=S)NC2CCCCC2)n1	-2.9	-1	12	2	5	-2	16	-2	-12	-7
CC1CCCC(C)N1C(=O)COC(=O)c1ccc2c(c1)OCO2 (centres undefined)	0.0	3	3	-1	8	4	2	0	3	10
COc1ccc(N2CCN(S(=O)(=O)CC34CCC(CC3=O)C4(C)C)CC2)cc1 (centres undefined)	0.1	3	0	-6	0	5	-2	-12	9	-5
C/C(=N\NC(=O)C1CC1(c1ccccc1)c1ccccc1)c1cccc([N+](=O)[O-])c1 (centres undefined)	2.1	2	-7	3	8	-1	1	-4	6	4
Cc1nc(C)n(C(C)CNC(=O)c2ccco2)n1 (centres undefined)	-0.6	1	2	-1	-8	-2	-7	2	-2	-11
CCC(C)n1ncn(-c2ccc(N3CCN(c4ccc(OC)cc4)CC3)cc2)c1=O (centres undefined)	-0.4	1	5	1	13	1	-2	-7	-1	7
O=C(Nc1nc2c(F)cccc2s1)C1CC1	-0.2	3	3	-3	0	2	-5	-6	4	0

Entries of single compounds as entered above. Order of screens: PG9 binder | PRMT1 inh | ABHD4 inh | LEDGF integ inh | TDP2 absorb | UHRF1 binding | HTRA1 inh | TCR CD3 inh | DDE Tn7 FP inh | SIAE inh
Entry for `Cn1cc(Cl)c(C(=O)NNC(=S)NC2CCCCC2)n1` = -2.9 | -1 | 12 | 2 | 5 | -2 | 16 | -2 | -12 | -7
Entry for `C/C(=N\NC(=O)C1CC1(c1ccccc1)c1ccccc1)c1cccc([N+](=O)[O-])c1` (centres undefined) = 2.1 | 2 | -7 | 3 | 8 | -1 | 1 | -4 | 6 | 4
Entry for `CCC(C)n1ncn(-c2ccc(N3CCN(c4ccc(OC)cc4)CC3)cc2)c1=O` (centres undefined) = -0.4 | 1 | 5 | 1 | 13 | 1 | -2 | -7 | -1 | 7
Entry for `CC1CCCC(C)N1C(=O)COC(=O)c1ccc2c(c1)OCO2` (centres undefined) = 0.0 | 3 | 3 | -1 | 8 | 4 | 2 | 0 | 3 | 10

Going on with the list:
SMILES	PG9 binder	PRMT1 inh	ABHD4 inh	LEDGF integ inh	TDP2 absorb	UHRF1 binding	HTRA1 inh	TCR CD3 inh	DDE Tn7 FP inh	SIAE inh
FC(F)(F)c1ccc(/C=N/N2CCN(Cc3cccc4ccccc34)CC2)cc1	-0.2	0	0	3	-5	-1	-3	4	-6	-1
CC(=O)Oc1oc(-c2ccccc2)nc1C=Nc1ccccc1	-1.2	-2	1	-1	-1	1	3	4	-4	2
CC(=O)Nc1ccc(NC(=O)c2ccc(NS(=O)(=O)c3cc(C(C)(C)C)cc(C)c3C)cc2)cc1	-2.4	-3	-12	-2	-4	-2	-48	6	9	-76
Nc1ncc(-c2ccc([N+](=O)[O-])cc2)cn1	-1.7	4	13	1	0	-7	7	-5	-2	-5
COc1cc(N/N=C(\C)c2ccc(O)c(C)c2)nc(-c2ccccc2)n1	0.2	-4	-1	-2	-2	0	-9	3	9	9
Cc1cccc(OCCOCCN2CCNCC2)c1C	-1.3	1	8	-1	8	0	-1	1	-4	-3
CCn1nc(C)cc1Nc1ccccc1	0.8	-1	-2	1	9	-2	5	3	-1	5
CC(C(=O)OCC(=O)c1ccc(Br)cc1)N1C(=O)C2C3C=CC(C3)C2C1=O (centres undefined)	-1.6	-3	-1	5	-4	0	0	0	-4	0
CCCCN(CC)CCNC(=O)Cn1cnc2sc(C)c(S(=O)(=O)N3CCOCC3)c2c1=O	-0.2	4	-16	-3	-7	6	3	-1	1	-3
O=C(COC(=O)CC1CC2CCC1C2)Nc1ccccc1[N+](=O)[O-] (centres undefined)	-1.1	-5	-4	1	-1	6	-12	1	0	-4
O=C(CCCc1nc(-c2ccccc2Cl)no1)NC1CCCCC1	2.6	-3	4	0	-14	4	4	3	-13	-1
O=C(Nc1nccs1)C1CCCN(S(=O)(=O)c2cccnc2)C1 (centres undefined)	-2.2	-1	4	2	4	0	-5	8	-7	3
Cc1cc(NC(=O)CCCn2cnc([N+](=O)[O-])n2)no1	-0.3	4	-3	1	9	-1	-5	2	3	7
CC(NC(=O)C=Cc1ccco1)C(=O)NC(Cc1ccccc1)C(N)=O (centres undefined)	-0.1	1	0	2	1	3	/	-2	-4	2
O=S(=O)(c1ccc(SCCOc2ccc(Cl)cc2)nc1)N1CCCC1	-1.1	0	-7	2	-1	1	2	-4	2	8
Clc1c(CSc2nc3ccccc3o2)nc2sccn12	0.0	2	-2	-3	4	1	-8	-7	5	-4
Cc1ccccc1S(=O)c1ccccc1C(=O)O (centres undefined)	-0.2	-1	4	-2	2	-2	5	-4	-12	11
Cc1nc2ccc(C(=O)OCc3nnc(-c4ccc(Br)cc4)o3)cc2nc1C	-3.0	0	7	1	13	-2	0	-4	-1	-2
Cc1ccc(SCCNC(=O)C(CO)(CO)CO)cc1	-1.4	0	6	1	1	1	3	-4	7	4
CN(C)c1cccc(C(=O)NNC(=O)CSc2ccccc2)c1	-0.3	4	2	-3	7	1	6	-9	4	7
CC(C)(C)c1ccc(-n2ncc3c2CCCC3NC(=O)CN2CCOC2=O)cc1 (centres undefined)	-1.1	-1	5	1	8	-2	-1	6	-6	-2
Cc1ccsc1/C=N/NC(=O)CNC(=O)c1cccc([N+](=O)[O-])c1C	0.6	4	-2	-4	7	1	2	-5	-1	-10
CCOC(=O)c1ccc(NC(=O)CSCCC(=O)O)cc1	-0.8	3	1	-2	4	-2	1	-2	-9	-6
Cc1[nH]c(=O)[nH]c(=O)c1S(=O)(=O)Nc1ccc(F)c([N+](=O)[O-])c1	0.6	1	5	-1	-2	-3	14	1	-1	-1
Cc1ccc(-c2ccc(C3=CC(=O)CC(C)(C)C3=O)cc2)cc1	0.6	-1	10	-2	1	-2	-4	0	-3	1
COc1ccc(C(CNC(=O)C(C)(C)Oc2ccc(Cl)cc2)N2CCCC2)cc1 (centres undefined)	0.9	0	3	0	2	3	-6	2	7	4
Cn1c(N)c(C(=O)COC(=O)c2ccc(F)cc2Cl)c(=O)n(C)c1=O	-2.6	-3	2	-1	3	-5	0	-4	-9	9
O=C(CSc1nc2c(c(C(F)(F)F)n1)CCc1ccccc1-2)NCc1ccc(F)cc1	-0.5	-2	6	-2	8	0	6	5	3	3
COc1ccccc1NC(=O)CCNS(=O)(=O)c1ccc2c(c1)CC(C)N2C(=O)C1CC1 (centres undefined)	-1.2	-2	-1	-2	4	2	-4	-7	-3	0
C=CCOC(=O)C1=C(C)OC(N)=C(C#N)C1c1ccco1 (centres undefined)	-1.5	-5	-6	4	9	-3	18	5	-3	1
CN(C(=O)COC(=O)c1n[nH]c2ccccc12)c1ccccc1	0.6	0	-6	2	-3	-2	-2	3	8	-3
COc1ccc(-c2cc(-c3nc4ccccn4c3NCc3ccccc3)ccc2OC)cc1	-2.8	4	17	1	-12	2	-2	5	-7	21*
Cn1nnnc1SCc1csc(Nc2ccccc2)n1	-0.2	3	0	-2	0	1	3	-8	-3	8
O=C(CSC1=NCCN1)Nc1ccccc1[N+](=O)[O-]	0.2	55*	5	-4	7	1	9	0	-2	2
CN(CC1CCCN(CCc2ccc(Cl)cc2)C1)C(=O)C(=O)c1ccco1 (centres undefined)	-1.8	-2	2	0	15	0	-1	4	-1	3
CCC1CCC(N2CCN(c3ccc([N+](=O)[O-])cc3)CC2)CC1 (centres undefined)	-0.8	2	3	1	-12	-2	-1	0	-5	-2

Screens: PubChem, The Scripps Research Institute Molecular Screening Center
